High-throughput results deposited in PubChem BioAssay by NMMLSC.
RPL19A-GFP yeast: modulators of TOR pathway RPL19A-GFP in S. cerevisiae; S. cerevisiae RPL19A-GFP strain, flow cytometry, 3 h; active compounds read low; percent response vs DMSO, % at 10 µM; actives 0.3% (n = 330,000); AID 2025;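 active = percent response vs DMSO below 50%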;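 note: median channel GFP fluorescence of the barcoded RPL19A-GFP strain; ratio of sample median GFP to plate DMSO average so 100% = DMSO; lower means less RPL19A-GFP as with rapamycin TOR inhibition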
CIT2-GFP yeast: yeast TOR pathway CIT2-GFP modulation | S. cerevisiae CIT2-GFP strain, flow cytometry, 3 h; 100 means same as DMSO wells | GFP response vs DMSO, % at 10 µM | actives 0.065% (n = 320,000) | AID 2029;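 active = GFP response relative to DMSO above a set limit, near the screen mean plus 3 SD, cut at about 150% in these data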;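 note: ratio of well median GFP fluorescence to mean of DMSO wells on the plate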
Yeast superoxide: lowers age-related superoxide in aged yeast cells. superoxide response (% of plate mean), % at 10 µM. actives 0.18% (n = 330,000). S. cerevisiae aged cells, superoxide DHE fluorescence; active compounds read low;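 active = superoxide response under a set limit, about three screen SD below normal, cut at about 65% in these data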;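 note: yeast aged for seven days with compound at 30 °C before DHE staining; 100% = average MFI of all compound-treated wells on the plate with controls excluded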
VLA-4 inh: inhibition in a human VLA-4 binding assay | VLA-4 expressing cells, ligand binding flow cytometry | inhibition, % (about 7 µM as worked out from the volumes in the protocol) | actives 0.2% (n = 330,000); in the data active = inhibition above about 50%
LAP4 TOR yeast: yeast TOR pathway LAP4-GFP modulation; S. cerevisiae LAP4-GFP multiplex, flow cytometry GFP, 3 h; median GFP as percent of DMSO wells; GFP response vs DMSO, % at 10 µM; actives 0.34% (n = 320,000); AID 2023;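 active = GFP response vs DMSO above a set limit, about the screen mean plus 3 SD, cut at about 150% in these data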
MEP2 TOR yeast: alters MEP2-GFP fluorescence in TOR pathway yeast screen. S. cerevisiae MEP2-GFP strain, flow cytometry GFP, 3 h; 100% = DMSO control level. GFP response vs DMSO, % at 10 µM. actives 0.51% (n = 330,000). AID 2016;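 active = GFP response versus DMSO above a set limit, roughly screen mean plus 3 SD, cut at about 180% in these data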;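 note: median GFP fluorescence of the barcode-gated MEP2-GFP cells per well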
AGP1-GFP MLPCN: alters AGP1-GFP fluorescence in TOR pathway yeast screen; GFP response vs DMSO, % at 10 µM; S. cerevisiae AGP1-GFP multiplex flow cytometry, 3 h; GFP as percent of DMSO wells; actives 0.02% (n = 320,000);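 active = GFP response relative to DMSO above a set limit, near screen average plus 3 SD, cut at about 150% in these data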;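 note: median GFP channel fluorescence of the gated AGP1 strain per well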
GRK2 inh: human GRK2 inhibition via aptamer displacement. P25098. bead flow cytometry, FAM-aptamer displacement from GRK2. inhibition of aptamer binding, % at 10 µM. actives 0.59% (n = 330,000). AID 488847;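 active = inhibition of aptamer binding above 40%, roughly 3 SD of noise, on plates passing a quality check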;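 note: median bead fluorescence of bound FAM aptamer so fluorescent compounds give negative values; no value below 0 was filed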
Target sequence (P25098 whole entry, looked up): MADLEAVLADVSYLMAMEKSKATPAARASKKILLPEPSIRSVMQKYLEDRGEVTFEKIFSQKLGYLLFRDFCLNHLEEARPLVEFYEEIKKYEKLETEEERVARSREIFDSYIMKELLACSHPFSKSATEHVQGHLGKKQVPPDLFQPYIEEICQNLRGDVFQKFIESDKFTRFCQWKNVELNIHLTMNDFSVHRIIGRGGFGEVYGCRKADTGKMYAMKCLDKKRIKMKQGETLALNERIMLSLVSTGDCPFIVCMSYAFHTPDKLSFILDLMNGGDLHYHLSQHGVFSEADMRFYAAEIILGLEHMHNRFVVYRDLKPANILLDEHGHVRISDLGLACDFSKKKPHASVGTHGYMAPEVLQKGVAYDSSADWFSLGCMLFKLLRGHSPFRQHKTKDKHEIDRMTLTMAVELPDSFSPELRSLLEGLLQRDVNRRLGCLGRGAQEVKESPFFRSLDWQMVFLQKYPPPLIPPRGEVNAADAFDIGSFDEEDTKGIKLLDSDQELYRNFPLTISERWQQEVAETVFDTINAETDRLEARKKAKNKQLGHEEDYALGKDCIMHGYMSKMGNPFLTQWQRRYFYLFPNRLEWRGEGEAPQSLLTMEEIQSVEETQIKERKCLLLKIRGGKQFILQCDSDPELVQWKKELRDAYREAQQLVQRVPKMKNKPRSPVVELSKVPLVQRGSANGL
Numbers without * were called inactive; · = not tested or not shown.

SMILES | RPL19A-GFP yeast | CIT2-GFP yeast | Yeast superoxide | VLA-4 inh | LAP4 TOR yeast | MEP2 TOR yeast | AGP1-GFP MLPCN | GRK2 inh
CCN(c1ccc(OC)cc1)S(=O)(=O)c1ccc2c(c1)CC(C)N2C(=O)C1CC1 (stereo unspecified) | 100 | 98 | 81 | 10 | 101 | 91 | 96 | 3
CCc1cccc(C)c1NC(=O)CN(C)C1=NS(=O)(=O)c2ccccc21 | 99 | 102 | 80 | 4 | 101 | 102 | 105 | 0
COc1cc(-c2nnc(NC(=O)CCS(=O)(=O)c3ccc(F)cc3)o2)cc(OC)c1OC | 97 | 89 | 99 | -5 | 85 | 97 | 99 | 4
COc1ccc(C(=O)N/N=C/c2ccc(OC)c(OS(=O)(=O)c3ccccc3)c2)cc1 | 102 | 103 | 77 | -4 | 97 | 104 | 95 | 1
COc1ccc(NC2CCCN(C(=O)c3ccccc3C(F)(F)F)C2)cc1 (stereo unspecified) | 105 | 99 | 105 | -1 | 73 | 95 | 88 | 2
CCn1cc(C(=O)NCCc2ccc(OC)cc2)c(=O)c2ccc(C)nc21 | 101 | 99 | 97 | -18 | 110 | 107 | 96 | 0
CCCc1nc2oc3c(Cl)ncnc3c2c2c1CCCC2 | 100 | 100 | 82 | -7 | 117 | 112 | 105 | 1
O=C(NCc1cccc(Cl)c1)c1ccc2c(c1)OCO2 | 101 | 101 | 93 | 7 | 115 | 110 | 102 | 2
COCCNC(=O)COC(=O)c1cccnc1SC | 103 | 100 | 100 | 12 | 93 | 99 | 100 | 1
COc1ccccc1-c1nc(S(=O)(=O)c2ccc(Cl)cc2)c(N(C)C)o1 | 100 | 96 | 101 | 9 | 105 | 102 | 98 | 6
COc1ccc(CNC(=O)CCCCCNC(=O)N2CCn3c2nc2ccccc23)cc1 | 92 | 94 | 116 | 7 | 88 | 92 | 95 | 3
CC(C)OC(=O)CCNc1n[nH]c(=O)[nH]c1=O | 98 | 100 | 111 | 11 | 97 | 102 | 102 | 1
O=C1CC(C(=O)Nc2ccc(F)cc2)n2cnnc2N1 (stereo unspecified) | 103 | 98 | 100 | 8 | 97 | 100 | 95 | 0
CCOC(=O)C1CCN(C(=O)C2CCCN(S(=O)(=O)c3ccc(OC)c(Cl)c3)C2)CC1 (stereo unspecified) | 99 | 108 | 99 | -2 | 106 | 104 | 100 | 0
COc1ccc(C(CNC(=O)C(Cc2ccccc2)NC(N)=O)N(C)C)cc1 (stereo unspecified) | 91 | 93 | 104 | -18 | 82 | 79 | 93 | 0
CC(Oc1ccc(F)cc1)C(=O)Nc1ccccc1C(=O)N1CCCCC1 (stereo unspecified) | 98 | 96 | 74 | 0 | 96 | 96 | 96 | 4
CCN(C(=O)c1ccc2c(=O)n3c(nc2c1)CCCCC3)c1ccc(F)cc1 | 93 | 93 | 106 | -2 | 94 | 93 | 95 | 2
COC(=O)c1ccc(Cn2cc([N+](=O)[O-])cn2)cc1 | 97 | 88 | 113 | 18 | 111 | 96 | 100 | 2
COC(=O)c1cc(S(=O)(=O)N2c3ccccc3CC2C)cn1C (stereo unspecified) | 99 | 99 | 93 | 11 | 111 | 99 | 104 | 1
O=C(NCc1ccccc1)C1Cc2ccccc2CN1C(=O)c1ccco1 (stereo unspecified) | 91 | 93 | 84 | 9 | 94 | 90 | 91 | 1

In another format: entries from further up
SMILES,RPL19A-GFP yeast,CIT2-GFP yeast,Yeast superoxide,VLA-4 inh,LAP4 TOR yeast,MEP2 TOR yeast,AGP1-GFP MLPCN,GRK2 inh
COC(=O)c1ccc(Cn2cc([N+](=O)[O-])cn2)cc1,97,88,113,18,111,96,100,2
COC(=O)c1cc(S(=O)(=O)N2c3ccccc3CC2C)cn1C (stereo unspecified),99,99,93,11,111,99,104,1

(continued)
SMILES | RPL19A-GFP yeast | CIT2-GFP yeast | Yeast superoxide | VLA-4 inh | LAP4 TOR yeast | MEP2 TOR yeast | AGP1-GFP MLPCN | GRK2 inh
CN(CCC#N)C(=S)Nc1ccc(S(=O)(=O)N2CCOCC2)cc1 | 85 | 91 | 85 | -5 | 85 | 89 | 79 | 0
CCOC(=O)CC1C(=O)NCCN1S(=O)(=O)c1ccccc1 (stereo unspecified) | 103 | 102 | 100 | 8 | 103 | 104 | 100 | 2
CCOC(=O)c1c(NC(=O)C2(C)Cc3ccccc3C(=O)O2)sc2c1CCCC2 (stereo unspecified) | 99 | 92 | 95 | 1 | 97 | 95 | 90 | 0
Cc1ccc2c(c1)N(CC(=O)NCCCN1CCN(C)CC1)C(=O)CO2 | 100 | 103 | 104 | 9 | 91 | 101 | 99 | 0
O=C(N/N=C/C(Br)=C\c1ccccc1)c1ccco1 | 92 | 71 | 86 | 11 | 144 | 89 | 95 | 0
COc1ccc(OC)c(N(CC(=O)N2CCCC2)S(=O)(=O)c2ccccc2)c1 | 99 | 88 | 101 | 4 | 79 | 94 | 92 | 1
Cc1onc(-c2ccccc2)c1C(=O)Nc1ccc(S(=O)(=O)Nc2nccs2)cc1 | 107 | 107 | 108 | 6 | 100 | 107 | 95 | 0
CCN(CC)C(=O)CN(Cc1ccccc1)S(=O)(=O)c1ccc(F)cc1 | 96 | 102 | 101 | 4 | 98 | 99 | 97 | 0
CC(C)n1c(=O)n(CC(=O)NCC2CCCO2)c(=O)c2c3c(sc21)COC(C)(C)C3 (stereo unspecified) | 96 | 97 | 85 | 12 | 93 | 95 | 91 | 1
Cc1oc2cc3oc(=O)c(CCC(=O)N4C[C@H]5C[C@@H](C4)c4cccc(=O)n4C5)c(C)c3cc2c1C | 96 | 98 | 95 | -15 | 99 | 100 | 99 | 1
CCOc1ccccc1C1C(C(=O)Nc2ccccc2OC)=C(C)Nc2nnnn21 (stereo unspecified) | 101 | 102 | 111 | -5 | 100 | 104 | 97 | 4
CC(C)Cc1nnc(NC(=O)CSc2nc(O)c(-c3ccccc3)c(=O)[nH]2)s1 | 96 | 94 | 90 | 0 | 110 | 98 | 99 | 3
Cc1ccc([N+](=O)[O-])cc1N=C(c1ccc([N+](=O)[O-])cc1)N1CCOCC1 | 98 | 99 | 110 | 0 | 97 | 103 | 101 | 0
CCCCN(C1CCS(=O)(=O)C1)S(=O)(=O)c1cccs1 (stereo unspecified) | 97 | 91 | 98 | 0 | 97 | 97 | 95 | 5
CCn1c(SCC(=O)c2ccc(Cl)s2)nnc1-c1cccs1 | 97 | 80 | 111 | -7 | 108 | 90 | 95 | 0
C=CCN1C(=O)/C(=C\C(C)=C\c2ccccc2)SC1=S | 107 | 109 | 111 | 10 | 102 | 113 | 108 | 1
CCOC(=O)C1CCN(CC(O)COCc2ccccc2)CC1 (stereo unspecified) | 98 | 93 | 77 | 19 | 90 | 100 | 94 | 0
CNC[C@@H]1Oc2ccc(NC(=O)Nc3c(C)noc3C)cc2CC(=O)N([C@H](C)CO)C[C@H]1C | 92 | 99 | 108 | 10 | 87 | 86 | 92 | 0
COc1ccccc1-c1cc(C(=O)Nc2c(C)n(C)n(-c3ccccc3)c2=O)no1 | 97 | 97 | 101 | 7 | 97 | 101 | 97 | 3
COc1ccc(CN2CCNC(=O)C2CC(=O)NC2CCCCCCC2)cc1OC (stereo unspecified) | 99 | 97 | 100 | -5 | 101 | 99 | 105 | 0
N#Cc1c(NC(=O)CSc2ncccn2)oc(-c2ccccc2)c1-c1ccccc1 | 101 | 101 | 121 | -11 | 95 | 109 | 98 | 0
CCN(CC(=O)Nc1c(F)cccc1F)C(=O)Cc1c(C)nc2ccccc2c1C | 106 | 100 | 96 | 0 | 104 | 109 | 103 | 0
CN(CCNC(=O)C1(O)c2ccccc2NC(=O)N1c1ccccc1)Cc1ccccc1 (stereo unspecified) | 98 | 106 | 97 | 5 | 105 | 103 | 102 | 0
CCOC(=O)/C(=N\Nc1ccccc1)c1csc(Nc2ccc(C)cc2)n1 | 96 | 100 | 88 | -13 | 99 | 103 | 98 | 3
Cn1c(=O)n(C)c2cc(C(=O)Nc3ccc4c(c3)OCO4)ccc21 | 101 | 95 | 107 | -1 | 92 | 94 | 110 | 0
CC(C)Cn1c(NCCN(C)C)nc2c1c(=O)[nH]c(=O)n2C | 93 | 91 | 97 | 7 | 96 | 95 | 94 | 1
Cc1ccc(C)c(NC(=S)NCCc2c[nH]c3ccccc23)c1 | 103 | 98 | 96 | -1 | 106 | 112 | 104 | 0
Cc1ccccc1OCc1nc(-c2cccnc2)no1 | 101 | 82 | 109 | 0 | 110 | 102 | 86 | 1
NC(=O)c1sc2nc(-c3cccs3)ccc2c1N | 99 | 97 | 101 | -101 | 106 | 107 | 95 | 8
O=C1c2ccccc2C(=O)N1CCSc1n[nH]c(=S)s1 | 101 | 105 | 93 | 1 | 98 | 100 | 108 | 2
CCc1ccccc1NC(=O)CCC(=O)N1CCSc2ccccc21 | 103 | 99 | 100 | -17 | 110 | 113 | 106 | 0
Cc1cc(C)c(Cn2ncn(-c3ccc(Br)cc3)c2=O)c(C)c1 | 93 | 79 | 102 | -2 | 100 | 86 | 89 | 1
O=S(=O)(c1cc(Cl)ccc1Cl)N1CC2CCCN2c2ccc(C(F)(F)F)cc21 (stereo unspecified) | 99 | 101 | 95 | 7 | 102 | 108 | 101 | 3
COc1ccc(C(C(=O)NC2CCCCC2)N(C(=O)CCCC(=O)Nc2ccccn2)c2ccc3c(c2)OCCO3)cc1 (stereo unspecified) | 95 | · | 98 | 2 | 91 | 99 | 100 | 0
CCO[C@H]1OC(C(=O)N2CCN(C)CC2)=C[C@@H](c2ccc3c(c2)OCO3)[C@@H]1CCCO | 109 | 118 | 97 | 20 | 109 | 92 | 99 | 1
Nc1c2c(nc3ccccc13)CSCC2 | 105 | 109 | 93 | -6 | 102 | 100 | 108 | 2
CCn1c(SCC(=O)NC2CCS(=O)(=O)C2)nnc1-c1ccccc1 (stereo unspecified) | 87 | 90 | 102 | -13 | 94 | 81 | 89 | 0
CCCN1CN=C(NS(=O)(=O)c2ccc(C)cc2)NC1 | 113 | 99 | 97 | 13 | 98 | 111 | 109 | 0
Cc1ccc(NC(=O)CN(C)C(=O)c2ccc(S(=O)(=O)N(C)c3ccccc3)cc2)cc1 | 106 | 103 | 103 | 0 | 93 | 102 | 103 | 2
COc1ccc(NCc2cc3cc(OC)ccc3[nH]c2=O)cc1 | 97 | 99 | 88 | 16 | 94 | 96 | 97 | 7

Look-ups from the results shown:
NC(=O)c1sc2nc(-c3cccs3)ccc2c1N – GRK2 inh: 8
CC(C)Cn1c(NCCN(C)C)nc2c1c(=O)[nH]c(=O)n2C – Yeast superoxide: 97
CCN(CC(=O)Nc1c(F)cccc1F)C(=O)Cc1c(C)nc2ccccc2c1C – LAP4 TOR yeast: 104
CCn1c(SCC(=O)NC2CCS(=O)(=O)C2)nnc1-c1ccccc1 (stereo unspecified) – LAP4 TOR yeast: 94

The list continues:
SMILES | RPL19A-GFP yeast | CIT2-GFP yeast | Yeast superoxide | VLA-4 inh | LAP4 TOR yeast | MEP2 TOR yeast | AGP1-GFP MLPCN | GRK2 inh
COc1ccccc1NC(=O)CN(Cc1ccco1)C(=O)c1cc2ccccc2o1 | 99 | 95 | 107 | 7 | 108 | 96 | 105 | 0
Cn1c(=O)c2c(ncn2CC(=O)Nc2ccc(Cl)cc2Cl)n(C)c1=O | 101 | 106 | 97 | 2 | 101 | 111 | 112 | 4
COc1ccccc1CNC(=O)[C@H](CCSC)NC(=O)[C@@H]1Cc2ccccc2CN1 | 96 | 99 | 94 | -5 | 99 | 92 | 96 | 0
COc1cccc(NC(=O)CN(C)C(=O)C(CCSC)NC(=O)c2ccco2)c1 (stereo unspecified) | 100 | 103 | 89 | 42 | 100 | 102 | 102 | 0
CCCCNc1ccc(C(CC(N)=O)NC(=O)c2ccccc2)cc1[N+](=O)[O-] (stereo unspecified) | 107 | 99 | 91 | -4 | 120 | 110 | 101 | 3

Not a hit list; about 1.7% have a hit in one of these screens.
